Screening results deposited in PubChem BioAssay by several laboratories.
FadD28 FP inh – M. tuberculosis FadD28 bisubstrate binding inhibition; FadD28 bisubstrate probe binding, fluorescence polarization; inhibition, % at 12.5 µM; actives 0.22% (n = 360,000); in the data active means inhibition above about 8.5%, passing the limit was not always enough; inconclusive means no clear call, values can overlap the other calls
BioA inh – BioA (M. tuberculosis) enzyme inhibition. purified M. tuberculosis BioA enzyme, plate reader. inhibition, % at 9.99 µM. actives 0.096% (n = 360,000). AID 602481; in the data active means inhibition above about 40%; inconclusive means no clear call, values can overlap the other calls
GDH-TPI inh – inhibits GDH-TPI coupling enzymes, artifact for Mtb FBA screen. GDH-TPI coupled enzyme counterscreen, NADH absorbance. inhibition, % at 4.8 µM. actives 1.2% (n = 360,000). AID 588335; in the data active means inhibition above about 30%;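 further: 0% = DMSO wells and 100% = wells lacking the enzyme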
PrPC TRFRET – inhibitors of human cell surface prion protein PrPC; P04156; TR-FRET read-out; inhibition, % at 13.8 µM; actives 0.43% (n = 370,000); in the data active means inhibition above about 24%; further: 0% = median of the test wells and 100% = reference compound wells
FBA Mtb inh – inhibits M. tuberculosis FBA enzyme; P9WQA3; purified M. tuberculosis FBA, fluorescence read-out; inhibition, % at 1 µM; actives 2.3% (n = 360,000); in the data active means inhibition above about 27%;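 further: 0% = vehicle and 100% = reference inhibitor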
MazEF act – activators of E. coli MazEF toxin-antitoxin RNase | P0AE70 | FAM/BHQ RNA-DNA oligo cleavage fluorescence, 5 h | activation, % at 20 µM | actives 0.32% (n = 350,000) | AID 504720; in the data active means activation above about 50%
Target sequence (P0AE70 whole entry, looked up): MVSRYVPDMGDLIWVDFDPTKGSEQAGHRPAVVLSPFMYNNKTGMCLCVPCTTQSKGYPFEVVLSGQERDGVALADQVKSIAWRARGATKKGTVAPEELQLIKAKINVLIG
Rv3671c protease – inhibitors of M. tuberculosis serine protease Rv3671c; AID 2606; inhibition, % at 5.96 µM; actives 0.048% (n = 320,000); P9WHR9; in the data active means inhibition above about 38%;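 further: extracellular domain of Rv3671c used as enzyme; 0% = enzyme with DMSO and 100% = no enzyme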
Target sequence (P9WHR9 whole entry, looked up, the tested form may be a part): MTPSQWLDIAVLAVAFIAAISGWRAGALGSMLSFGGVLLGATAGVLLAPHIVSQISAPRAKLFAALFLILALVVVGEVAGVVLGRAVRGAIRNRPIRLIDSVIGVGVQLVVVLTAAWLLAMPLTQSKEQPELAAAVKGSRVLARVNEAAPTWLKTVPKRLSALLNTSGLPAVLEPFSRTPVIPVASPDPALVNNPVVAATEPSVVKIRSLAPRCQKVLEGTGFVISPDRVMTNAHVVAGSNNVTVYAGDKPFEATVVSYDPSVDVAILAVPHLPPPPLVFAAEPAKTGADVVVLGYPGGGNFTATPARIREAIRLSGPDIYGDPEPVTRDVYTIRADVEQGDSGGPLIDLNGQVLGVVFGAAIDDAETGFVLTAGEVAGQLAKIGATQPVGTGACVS
Mtb UGM inh – inhibitors of M. tuberculosis UDP-galactopyranose mutase | actives 0.06% (n = 320,000) | AID 504406 | inhibition, % at 10 µM | P9WIQ1 | purified UGM, fluorescence polarization probe displacement; in the data active means inhibition above about 10%, passing the limit was not always enough; inconclusive means no clear call, values can overlap the other calls
Target sequence (P9WIQ1 whole entry, looked up): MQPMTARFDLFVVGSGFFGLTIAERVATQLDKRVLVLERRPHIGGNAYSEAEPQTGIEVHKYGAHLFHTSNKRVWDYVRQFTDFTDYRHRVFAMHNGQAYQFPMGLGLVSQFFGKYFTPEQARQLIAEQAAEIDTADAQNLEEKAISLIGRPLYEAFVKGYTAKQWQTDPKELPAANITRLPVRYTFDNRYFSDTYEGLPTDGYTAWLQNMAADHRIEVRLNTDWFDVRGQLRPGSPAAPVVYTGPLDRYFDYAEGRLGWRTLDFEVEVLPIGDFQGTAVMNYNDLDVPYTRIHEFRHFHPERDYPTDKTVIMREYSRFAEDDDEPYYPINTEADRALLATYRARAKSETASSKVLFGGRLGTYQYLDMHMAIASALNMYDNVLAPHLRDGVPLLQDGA
BoNT-F LC inh – BoNT F light chain protease inhibition; actives 0.22% (n = 360,000); inhibition, % at 10 µM; Multiplex microsphere protease cleavage assay, flow cytometry; AID 588497; in the data active means inhibition above about 35%, passing the limit was not always enough; inconclusive means no clear call, values can overlap the other calls; further: plate controls were buffer without enzyme for full effect and enzyme alone for no effect
* marks the source's active call; other numbers are inactive results; ? = inconclusive; / = not tested or not shown.

entry	Structure	FadD28 FP inh	BioA inh	GDH-TPI inh	PrPC TRFRET	FBA Mtb inh
1	O=S(=O)(c1ccc(F)cc1)N1CCC(c2nc3ccccc3[nH]2)CC1	0.5	-1.2	-3	-6	3
2	COc1ccc(-c2cc(=O)oc3cc(OCc4nn[nH]n4)ccc23)cc1	-4.5	2.8	36*	-13	2
3	Nc1nonc1-n1nnc(C(=O)N/N=C/c2cccnc2)c1CSC1=NCCS1	-5.6	13	-4	-3	4
4	O=C(Nc1nccs1)c1c(O)c2c(n(Cc3ccco3)c1=O)CCCC2	-2.8	0.4	-14	1	-2
5	COCCNC(=O)Cn1nc(-c2ccccc2OC)ccc1=O	-3.0	/	5	-3	-2
6	COc1ccc(NC(=O)/C(N=Nc2ccc(Cl)c(S(=O)(=O)Nc3ccc(Cl)cc3)c2)=C(\C)O)cc1	-0.8	-2.0	8	-2	-1
7	CC(=O)N1CCN(CC(=O)Nc2c(Cl)ccc(C)c2Cl)CC1	0.2	-3.4	5	2	7
8	CN(c1ccc(F)cc1)S(=O)(=O)c1ccc(Cl)c(C(=O)NCC2(N3CCOCC3)CCCCC2)c1	-3.7	-1.0	6	3	-2
9	O=C(Oc1ccccc1)N1CCN(c2ccc(F)cc2)CC1	-4.0	1.4	-18	5	-6
10	CC[C@@]12C(=O)N(c3cccc(C)c3)C(=O)N1[C@H](c1ccc(OC)cc1)[C@@H]1C(=O)N(C(C)(C)C)C(=O)[C@@H]12	-2.1	-0.6	4	/	0
11	O=C(Cn1cnc2c(oc3ccccc32)c1=O)N1CCCc2ccccc21	1.0	1.2	-2	4	-4
12	COc1ccc(/C=C(\C#N)C(=O)Nc2cccc3ncccc23)cc1OC	-1.5	/	16	1	6
13	CC(C)Cc1nnc(NC(=O)CC(C)c2ccccc2)s1 (stereo not given)	0.6	-1.3	11	0	0
14	O=C(Cc1ccsc1)NNC(=O)c1ccc(F)cc1	-0.8	/	5	-2	4
15	O=C(NCc1ccon1)C1CCC(=O)N(CCc2ccc(Cl)cc2)C1 (stereo not given)	-2.6	9.9	16	-2	5

entry	MazEF act	Rv3671c protease	Mtb UGM inh	BoNT-F LC inh
1	2	-2	4.0	27
2	-2	-2	-0.5	-2
3	4	-18	2.6	6
4	5	16	5.6	?
5	0	-1	-0.2	0
6	4	-12	1.6	3
7	-2	3	0.6	-4
8	5	/	/	-10
9	6	-1	3.4	1
10	0	10	-0.2	-3
11	-7	5	0.5	-4
12	-2	-5	4.1	-8
13	0	2	-0.7	/
14	3	5	2.1	-4
15	1	-1	1.3	12

Continuation.
entry	Structure	FadD28 FP inh	BioA inh	GDH-TPI inh	PrPC TRFRET	FBA Mtb inh
16	COc1cc2c(cc1OC)CN(C(=O)CCNS(=O)(=O)c1ccc(Br)cc1)CC2	-4.8	/	2	6	-1
17	CCC(=O)N(Cc1cc(=O)[nH]c2ccccc12)c1ccccc1	1.2	-0.3	4	6	5
18	O=C1[C@@H](Oc2ccccc2)[C@@H](c2ccccc2)N1c1cccnc1	-2.4	-0.4	4	-4	0
19	Cc1ccc(S(=O)(=O)Nc2cccc3cccnc23)cc1	-6.3	-0.9	5	39*	-4
20	Cc1nnc(SC(C)C(=O)Nc2ccc3ccccc3c2)n1C (stereo not given)	-1.8	-0.4	9	9	7
21	COCCNC(=O)C12CC3CC(C1)CC(c1ccccc1)(C3)C2	-2.9	/	3	7	0
22	CC(C)(C)c1ccc(C(=O)N2CCNCC2)cc1	0.3	-0.1	8	1	0
23	O=C(/C=C/c1cccs1)N1CCN(c2ccccc2F)CC1	-4.4	/	4	-5	-5
24	CCOc1ccc(CCNC(=O)c2ccc(CS(=O)Cc3ccc(Cl)cc3)o2)cc1OCC (stereo not given)	-4.7	2.1	-11	8	-12
25	CCCC/S(CC1CC1(Cl)Cl)=N\S(=O)(=O)c1ccc(C)cc1 (stereo not given)	-1.5	-1.2	0	-4	2
26	Cc1ccc(-c2cc(N)nc(-c3ccccc3)c2)cc1	-6.5	-0.5	-4	-6	17
27	O=[N+]([O-])c1ccccc1NCCOc1ccccc1	0.8	/	7	-7	-4
28	O=C(COc1ccc(S(=O)(=O)NC2CCCCC2)cc1)NC1CCCCC1	-1.8	-0.8	6	-2	3
29	CC(=O)C1=C(C)NC(SCC(=O)c2ccc(Cl)cc2)=C(C#N)C1CC(C)C (stereo not given)	-3.0	/	-3	-4	-1
30	Cc1ccc(-c2nc(=S)c3c(n2CCN2CCOCC2)CC(C)(C)OC3)cc1	-1.7	1.1	29	7	0

entry	MazEF act	Rv3671c protease	Mtb UGM inh	BoNT-F LC inh
16	-2	-7	4.5	?
17	7	3	-3.2	2
18	11	/	/	-10
19	8	4	2.3	5
20	5	8	-1.1	-5
21	-13	-6	1.7	-1
22	10	-3	0.2	-4
23	7	-13	0.9	5
24	5	2	1.8	6
25	-3	3	1.7	-3
26	-1	-6	-1.6	-3
27	-3	2	-3.0	-18
28	-4	3	-0.7	-14
29	17	2	0.3	0
30	13	5	-0.3	-9

In a second layout: results already given
nr	Structure	FadD28 FP inh	BioA inh	GDH-TPI inh	PrPC TRFRET	FBA Mtb inh	MazEF act	Rv3671c protease	Mtb UGM inh	BoNT-F LC inh
30	Cc1ccc(-c2nc(=S)c3c(n2CCN2CCOCC2)CC(C)(C)OC3)cc1	-1.7	1.1	29	7	0	13	5	-0.3	-9
25	CCCC/S(CC1CC1(Cl)Cl)=N\S(=O)(=O)c1ccc(C)cc1 (stereo not given)	-1.5	-1.2	0	-4	2	-3	3	1.7	-3
21	COCCNC(=O)C12CC3CC(C1)CC(c1ccccc1)(C3)C2	-2.9	/	3	7	0	-13	-6	1.7	-1

(listing goes on)
entry	Structure	FadD28 FP inh	BioA inh	GDH-TPI inh	PrPC TRFRET	FBA Mtb inh
31	CCC(=O)N1CCN(c2ccc(NC(=S)NC(=O)c3ccc(OC)c([N+](=O)[O-])c3)cc2)CC1	-3.0	/	3	-6	2
32	FC(F)(F)c1cc(Oc2ccccc2Cl)nc(-c2ccccn2)n1	-1.1	/	-8	-5	2
33	CC(C)N1CCN(Cc2cc3c(cc2Cl)OCO3)CC1CCO (stereo not given)	-3.1	0.3	-5	0	2
34	COCC(=O)N(C)C[C@@H]1Oc2cc(Br)ccc2S(=O)(=O)N([C@H](C)CO)C[C@H]1C	0.2	3.6	4	9	1
35	COc1cnc(-c2ccccn2)nc1N(C)C	-2.3	/	2	26*	5
36	O=c1ccncn1C1OC(CO)C(O)C1O (stereo not given)	-2.0	/	9	-5	4
37	COCCN(CC1CCCN(C2Cc3ccccc3C2)C1)C(=O)c1ccc(C(C)=O)cc1 (stereo not given)	0.0	0.1	10	-8	-2
38	CCC(C)NC(=O)CN1C(=O)C(CC)Sc2ccccc21 (stereo not given)	-0.7	-1.7	-5	0	-2
39	CCCN(CCC)CC(C)(C)NS(=O)(=O)c1ccc(Cl)cc1	-2.5	0.5	1	-6	3
40	Cc1ccccc1C(=O)c1cccn1CC(=O)NC(C)c1ccc2c(c1)OCCO2 (stereo not given)	-2.6	6.5	-1	-1	-3
41	COc1ccc(NC(=O)c2cccnc2C(=O)O)c(OC)c1	0.3	-0.6	6	-7	1
42	O=C(COC(=O)COc1ccc(Cl)cc1)NCc1ccc2c(c1)OCO2	-2.2	-1.4	-2	-4	-2
43	c1ccc(Oc2ccccn2)cc1	0.7	0.0	3	5	1
44	COC(=O)c1ccc(N2C(=O)CC(N(C)CCc3ccc(OC)c(OC)c3)C2=O)cc1 (stereo not given)	-0.6	0.7	12	3	0
45	O=C(Nc1cccc2c1CCCC2)c1ccco1	0.0	/	6	/	-1

entry	MazEF act	Rv3671c protease	Mtb UGM inh	BoNT-F LC inh
31	5	-2	-2.1	2
32	9	-5	-1.7	0
33	83*	5	4.6	-4
34	7	/	/	-5
35	11	-7	0.2	-3
36	4	/	/	-1
37	-2	-4	0.2	-9
38	6	-4	3.6	-5
39	7	5	4.6	1
40	1	2	-2.4	3
41	7	2	0.6	10
42	1	-2	-1.2	4
43	-1	/	/	-4
44	0	0	0.3	-6
45	-1	-1	0.2	5

Shown screen by screen: part of the list above.
27) O=[N+]([O-])c1ccccc1NCCOc1ccccc1
28) O=C(COc1ccc(S(=O)(=O)NC2CCCCC2)cc1)NC1CCCCC1
29) CC(=O)C1=C(C)NC(SCC(=O)c2ccc(Cl)cc2)=C(C#N)C1CC(C)C (stereo not given)
30) Cc1ccc(-c2nc(=S)c3c(n2CCN2CCOCC2)CC(C)(C)OC3)cc1

Screen / compound no.,27,28,29,30
FadD28 FP inh,0.8,-1.8,-3.0,-1.7
BioA inh,/,-0.8,/,1.1
GDH-TPI inh,7,6,-3,29
PrPC TRFRET,-7,-2,-4,7
FBA Mtb inh,-4,3,-1,0
MazEF act,-3,-4,17,13
Rv3671c protease,2,3,2,5
Mtb UGM inh,-3.0,-0.7,0.3,-0.3
BoNT-F LC inh,-18,-14,0,-9

The list continues.
entry	Structure	FadD28 FP inh	BioA inh	GDH-TPI inh	PrPC TRFRET	FBA Mtb inh
46	CCOC(=O)C1CCCN(C(=O)CCn2nnnc2CN2CCOCC2)C1 (stereo not given)	0.5	-0.9	-4	-6	-2
47	OCCNC(=S)c1ccccc1	-1.1	/	-2	8	-1
48	CCCC(=O)N1c2ccccc2C(=C2SC(C(=O)OC)=C(C(=O)OC)S2)C(=S)C1(C)C	-1.9	0.2	6	-3	-1
49	COc1ccc(NC(=O)c2ccc(Cl)cc2)c[n+]1[O-]	/	4.0	-11	7	-1
50	COc1ccc(S(=O)(=O)N2CCOC2CNC(=O)C(=O)NCCN(C)C)cc1 (stereo not given)	-4.2	-0.4	4	1	1
51	COc1ccc(Oc2ccc(/C=N/NC(=O)c3cccnc3)cc2[N+](=O)[O-])cc1	-28	/	6	-5	-4
52	Nc1cc(=O)nc(SCC(=O)NCc2ccccc2)n1CCc1ccccc1	-1.4	/	6	5	5
53	COc1ccc2[nH]c(=O)c(CN(C(C)=O)c3cc(C)ccc3C)cc2c1	0.6	0.4	6	-5	5
54	Cc1ccc(S(=O)(=O)Nc2ccc(Cl)cc2C(=O)c2ccccc2)cc1	-1.3	/	6	9	-5
55	Cn1c(CNC(=O)c2ccccc2F)nnc1SCCOc1ccccc1	-2.1	/	-2	0	0
56	CC1(C)CC(=O)c2cc(OCC(=O)NCCCN3CCN(c4ccccc4F)CC3)ccc2O1	-0.2	0.5	13	-3	15

entry	MazEF act	Rv3671c protease	Mtb UGM inh	BoNT-F LC inh
46	4	-4	5.3	10
47	3	-11	-4.4	-4
48	1	-5	1.2	/
49	9	/	1.9	-2
50	2	3	2.4	-9
51	13	-4	3.1	4
52	6	-5	1.9	9
53	-5	/	/	1
54	-6	-11	6.7	-4
55	8	2	1.6	-4
56	5	1	-0.9	-15
